# HCV inh: inhibitors of hepatitis C virus infection | actives 3.4% (n = 340,000) | Potency, µM (titrated, usually from 41.8 µM), for inactives: at the top dose activity change, negative = inhibition, actives largely listed as inhibitors | Huh7.5.1 HCVcc-Cre infection, luciferase reporter, 44 h | AID 651820; also: potency is read from the fitted curve at half-maximal effect
#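 Reporter virus HCVcc-Cre (~0.5 moi) infects cells exposed to compound; seeding density 1,000 cells/well with 4 h settling beforehand. Luminescence, 15 sec read, taken 44 h post-infection following a 15 min RT substrate incubation.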
# HCMV inh: blocks human cytomegalovirus replication. activity change, negative = inhibition, % at 57.5 µM. HFF cells, HCMV-luciferase reporter, 72 h; hits give low values. AID 1259415. actives 4.5% (n = 410,000); in the data active = activity change below about -60%; inconclusive = no clear call, values can overlap the other calls; inactive = above about -39%
#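 After 16 h attachment at 37C, HFF cells received test compound and HCMV-luciferase (1 PFU/cell); reporter luminescence read 72 h later, data normalized against buffer-only and known inhibitor Salinomycin.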
# LmPK inh: LmPK (Leishmania mexicana) enzyme inhibition | actives 0.37% (n = 290,000) | Potency, µM (titrated, usually from 57.5 µM), without a hit: at the top dose activity change, negative = inhibition, most hits filed as inhibitors | Q27686 | purified LmPK, Kinase-Glo ATP luminescence, 1 h; also: potency is read from the fitted curve at half-maximal effect
# Target sequence (Q27686 whole entry, looked up): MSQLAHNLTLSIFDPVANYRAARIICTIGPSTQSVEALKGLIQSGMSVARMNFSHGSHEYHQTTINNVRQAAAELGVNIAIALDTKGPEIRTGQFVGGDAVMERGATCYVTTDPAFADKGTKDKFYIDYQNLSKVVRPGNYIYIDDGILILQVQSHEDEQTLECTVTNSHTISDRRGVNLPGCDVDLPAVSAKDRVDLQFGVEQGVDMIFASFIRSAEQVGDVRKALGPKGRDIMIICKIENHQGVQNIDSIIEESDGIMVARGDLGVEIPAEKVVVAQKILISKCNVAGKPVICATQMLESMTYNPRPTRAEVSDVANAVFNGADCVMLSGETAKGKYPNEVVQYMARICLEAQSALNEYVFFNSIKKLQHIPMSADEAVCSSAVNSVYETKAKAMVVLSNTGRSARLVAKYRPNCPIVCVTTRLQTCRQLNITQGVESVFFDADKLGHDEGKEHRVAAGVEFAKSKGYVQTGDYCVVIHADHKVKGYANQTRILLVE
#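 Screened at intermediate enzyme activity to detect both inhibitors and activators: LmPK at 0.1 nM, with a 0.5 nM enzyme column as activation reference. PEP 0.5 mM, ADP 0.1 mM; ATP detected by luminescence after 1 h.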
# AMA1-RON2 inh: inhibitors of Plasmodium falciparum AMA1-RON2 interaction; AlphaScreen AMA1-biotinylated RON2 peptide binding; Potency, µM (highest dose often 58.2 µM), without a hit: top-dose activity change, negative = inhibition, actives largely listed as inhibitors; actives 0.2% (n = 360,000);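 also: potency is read from the fitted curve at half-maximal effect; 0% = vehicle wells and -100% = peptide control; nearly all actives have a fitted effect of over 45% in size; some results filed as inactive show a strong effect at the top dose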
#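 AMA1 (3D7) with his tag at 25 nM final met compounds first, then biotinylated RON2 peptide at 25 nM; detection used donor plus acceptor beads, 10 µg/mL apiece, read by AlphaScreen after 30 min at room temperature.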
# TbPYK inhibitor: inhibitors of Trypanosoma brucei pyruvate kinase; Q57TT1; TbPYK enzyme, Kinase-Glo Plus ATP luminescence, 45 min; Potency, µM (top dose mostly 76.8 µM), for inactives: top-dose activity, negative = inhibition, hits mostly inhibitors; actives 0.12% (n = 410,000); also: potency is read from the fitted curve at half-maximal effect; nearly all actives have a fitted effect of over 50% in size
#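 In this concentration-response screen, enzyme-free wells defined baseline while DMSO plates tracked drift. Each reaction combined TbPYK, substrate, compound and 130 uM ADP for 45 min at room temperature. Kinase-Glo Plus luminescence gave the signal.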
# AmpC no deterg: inhibitors of E. coli AmpC beta-lactamase without detergent. Potency, µM (highest dose often 57.1 µM), without a hit: at the top dose activity change, negative = inhibition, most hits filed as inhibitors. P00811. AmpC nitrocefin hydrolysis, absorbance 480 nm, 0.0001% Triton. actives 0.52% (n = 330,000). AID 485341;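 also: potency is read from the fitted curve at half-maximal effect; plate controls were no compound for no effect and no enzyme for full effect; nearly all actives have a fitted effect of over 20% in size; some results filed as inactive show a strong effect at the top dose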
# Target sequence (P00811 whole entry, looked up): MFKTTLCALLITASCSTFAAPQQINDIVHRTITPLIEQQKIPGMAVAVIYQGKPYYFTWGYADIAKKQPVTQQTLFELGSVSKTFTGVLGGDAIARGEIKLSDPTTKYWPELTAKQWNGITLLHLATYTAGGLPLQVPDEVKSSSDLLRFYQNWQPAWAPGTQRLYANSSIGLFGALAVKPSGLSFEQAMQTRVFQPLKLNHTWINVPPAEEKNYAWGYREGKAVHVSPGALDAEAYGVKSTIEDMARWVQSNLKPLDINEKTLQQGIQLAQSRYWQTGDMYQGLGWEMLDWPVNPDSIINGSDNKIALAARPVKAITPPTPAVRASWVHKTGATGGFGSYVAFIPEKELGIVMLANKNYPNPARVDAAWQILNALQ
#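 AmpC (5.3 nM in the dispensed reagent) in 20 mM phosphate pH 7.0 with 0.01% (detergent screen) or 0.0001% Triton X-100 was preincubated with compounds for 15 min at room temperature. Nitrocefin was then added from an 800 uM solution, and hydrolysis was followed at 480 nm.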
# AmpC inh detg: AmpC beta-lactamase inhibition with detergent present; P00811; AmpC hydrolysis of nitrocefin, absorbance 480 nm, 0.01% Triton; Potency, µM (highest dose often 114 µM), for inactives: at the highest dose activity change, negative = inhibition, usual class: inhibitors; actives 0.041% (n = 370,000); AID 485294;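 also: potency is read from the fitted curve at half-maximal effect; 0% = no-compound wells and -100% = no-enzyme wells; nearly all actives have a fitted effect of over 25% in size; some results filed as inactive show a strong effect at the top dose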
#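 AmpC (5.3 nM in the dispensed reagent) in 20 mM phosphate pH 7.0 with 0.01% (detergent screen) or 0.0001% Triton X-100 was preincubated with compounds for 15 min at room temperature. Nitrocefin was then added from an 800 uM solution, and hydrolysis was followed at 480 nm.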
# * = called active by the depositor; u = inconclusive; x = no result given; & = joins results of further samples; [ ] = dose if it differs, or a comment. Unless noted, calls follow the shape of the dose curve; as a rule, active = well fitted curve in the direction sought with a large enough effect; inconclusive = small, poorly fitted or top-dose-only effect, or another doubt; inactive = no such curve, though single readings can be large; an effect the other way counts as inactive or inconclusive. Unless noted, % is scaled to controls: 0 for no effect and ±100 for the full control effect.
SMILES	HCV inh	HCMV inh	LmPK inh	AMA1-RON2 inh	TbPYK inhibitor	AmpC no deterg	AmpC inh detg
O=C(CC(C(=O)O)c1ccc(Cl)cc1Cl)c1ccc(Cl)cc1 (stereo not drawn)	3%	20	4%	-6%	3%	-33%	2%
Cc1noc(C)c1CSc1nnc(-c2cccnc2)n1C1CCCCC1C (stereo not drawn)	7%	46	-12%	6%	-24%	33%	u
CCCCN1CC(COCc2ccccc2)Oc2cccc(Oc3ccccc3)c2S1(=O)=O (stereo not drawn)	2.5µM*	1	x	0%	-9%	x	x
NC(=O)Cc1ccc(OCc2nn[nH]n2)cc1	x	-29	x	2%	-1%	x	x
CCc1cc(C(=O)N2CCCC(C(=O)c3ccc(OC)c(F)c3)C2)n(C)n1 (stereo not drawn)	u	-32	-7%	-2%	-5%	79%[activator]	-13%
COc1cc(/C=C/C(=O)OCC(=O)Nc2sc3c(c2C#N)CCC(C)C3)ccc1OCC#N (stereo not drawn)	-5%	-24	0%	20%	-1%	u	0%
O=C(NCCC1=CCCCC1)C1CCN(S(=O)(=O)c2ccccc2C(F)(F)F)CC1	1%	-26	x	-9%	-7%	22%	0%
COc1cc(/C=C2\C(=N)N3N=C(S(C)(=O)=O)SC3=NC2=O)ccc1OC(=O)c1ccco1	18%	-29	-12%	27%	-17%	-27%	-12%
O=C(NCCS(=O)(=O)N1CCN(c2ccccc2)CC1)C1CC(=O)N(c2ccc(F)cc2)C1 (stereo not drawn)	u	-21&12	-1%	-5%	-8%&2%	0%	1%&-2%
CCCCn1c(CN2CCN(c3cccc(Cl)c3)CC2)nc2c1c(=O)n(C)c(=O)n2C	u	-89*	2%	0%	7%	21%	-2%
O=C(CNC(=O)c1ccccc1Cl)OC1CCOC1=O (stereo not drawn)	-1%	-2	0%	5%	3%	-4%	-10%
O=C(Nc1ccc(F)cc1)c1ccc2snnc2c1	-20%	119	3%	-14%	0%	-25%	-2%
O=c1cc(N2CCOCC2)[nH]c(=O)n1-c1ccc(Cl)cc1	28%	32	1%	12%	1%	-18%	-12%
COc1ccc(C(C)(C)C)cc1NC(=O)c1[nH]c(C)c(C(C)=O)c1C	u	9	1%	0%	-4%	63%[activator]	-10%
CC(=O)Nc1ccc(NC(=O)CS(=O)(=O)c2cn(CC(=O)N3CCCCC3)c3ccccc23)cc1	5%	10	x	1%	-19%	x	x
NC(=O)c1ccc(NC(=O)C2CC(=O)N(c3ccc4c(c3)OCCO4)C2)cc1 (stereo not drawn)	8%	0	x	6%	8%	-11%	-8%
COc1ccc(NC(=O)N2CCOCC2)cc1OC	-1%	31	-3%	-9%	11%	-7%	-6%
CCn1c2ccccc2c2cnc(N=CN(C)C)c(C#N)c21	13µM*	-70*	4%	-3%	-3%	115%[activator]	0%
C=Cc1ccc2c(c1)OCCOCCOCCOCCOCCO2	4%	-19	-1%	u	1%	8%	-11%
CCOc1cc(C(=O)NC(C)CCc2ccccc2)cc(OCC)c1OCC (stereo not drawn)	u	2	2%	14%	8%	2%	-16%
Nc1cccc(S(=O)(=O)Nc2ccccc2)c1	-2%	-10	3%	6%	4%	-4%	5%
O=C(O)C1(c2ccccc2)CCC(Nc2ccccc2)C1 (stereo not drawn)	17%	31	-2%	0%	-6%	-22%	-15%
CCNC(=O)N1CCNC(=O)C1CC(=O)OC (stereo not drawn)	-1%	-4	-4%	-3%	2%	-12%	-5%
O=C(CNS(=O)(=O)c1ccccc1)NNC(=O)C(Cl)Cl	12%	8	-3%	64%[activator]	2%	-16%	-5%
Cc1ccc(C)c(OCc2nc(-c3cccnc3)no2)c1	-25%	6	0%	24%	3%	7%	-5%
Cc1ccc(C)c(NC(=S)/C(=C(\[O-])c2ccc(OC(F)F)cc2)[n+]2ccccc2)c1	20%	14	-6%	18%	-11%	-31%	-6%
COc1ccc(-c2nc(NC(=O)Cn3c(=O)oc4ccccc43)sc2C)cc1	u	-15	3%	-4%	-3%	-17%	-8%
Cn1c(SCc2ccc(F)cc2)nc2ccc(C(=O)NCc3ccc(Cl)cc3)cc21	x	-35	x	x	2%	x	24%
O=C(COC(=O)C1CCC1)c1c[nH]c2ccccc12	-5%[8.37 µM]	-2	x	8%	-2%	-22%	-13%
CCN(CC)c1ncnc2c1cnn2Cc1ccc(Cl)cc1	u	-14	5%	-1%	0%	62%[activator]	1%
O=C(NCCc1ccc(F)cc1)C1CCN(C(=O)Nc2ccccc2)CC1	-12%	0	x	-5%	1%	2%	u
COc1cc(NC(=O)c2cn(C3CCCC3)c(=O)c3c2c2ccccc2n3C)cc(OC)c1OC	x	-23	x	x	-3%	x	8%
COc1ccccc1C(=O)N1CCCN(C(=O)c2ccccc2OC)CC1	7%	33	-1%	16%	-18%	-18%	u
Cc1ccc2c(=O)c(C(=O)c3ccccc3)cn(CC(=O)Nc3ccc(C)c(Cl)c3)c2n1	x	10	x	x	-9%	x	10%
COc1ccc(-c2ccc(OC)c([C@H]3[C@H]4C=CC[C@@H](C)[C@@H]4C(=O)N3Cc3ccccc3)c2)cc1	u	-28	2%	-3%	-2%	-24%	1%
COc1ccc(NC(=O)CN(C)S(=O)(=O)c2ccc3[nH]c(=O)oc3c2)cc1	11%	0	-3%	0%	-3%	-36%	2%
CC(=O)N1c2ccc(S(=O)(=O)N3CCCCC3)cc2CC1C(=O)NCc1cccc(Cl)c1 (stereo not drawn)	u	-34	-7%	5%	-5%	93%[activator]	u
CCOc1ccc(NC(=O)CSc2nnc(-c3ccccc3)n2N)cc1	6%	-8	0%	-10%	0%	16%	-6%
COc1ccc(/C=N/N=C/c2ccc(OC)c(O)c2)cc1O	6%	-14	-6%	0%	7%	-11%	-7%
NC(=O)c1ccccc1NC(=O)CCCN1C(=O)CCC1=O	4%	-12	4%	4%	1%	-11%	2%
N#CC(=C(O)CN1CCN(c2ccccc2F)CC1)c1nc(-c2ccccc2)cs1	2%	-71*	x	67%[activator]	5%	x	x
CCN(CC)C(=O)Cn1c(=O)n(Cc2ccccc2Cl)c2c1c(=O)n(C)c(=O)n2C	u	-2	x	0%	-4%	x	x
Cc1cc(Nc2ccccc2)n(-c2ccccc2)n1	u	18	5%	-1%	1%	-6%	0%
CCCOC(=O)c1ccc(NC(=O)c2cc(Cl)ccc2OC)cc1	0%	-13	-3%	10%	-8%	-7%	2%
COc1ccccc1CN1CC(C(=O)NCCn2nc(C)cc2C)CCC1=O (stereo not drawn)	x	-14	-3%	-5%	-3%	29%	-1%
CCOC(=O)Cc1nc2ccccc2o1	x	x	-1%	x	x	-9%	1%
COc1cccc(C(=O)Nc2cc(C(=O)NCc3ccc(C)cc3)ccc2N2CCC3(CC2)CC(c2ccccc2)=NO3)c1	-12%	-15	-2%	-8%	-5%	-34%	u
CN1C(=O)[C@H]2[C@@H](/C=C/c3ccccc3)N3C(=O)CN(Cc4ccccn4)C(=O)[C@@]3(C)[C@H]2C1=O	3%	-30	-11%	37%[activator]	-4%	0%	-13%

# Looked up above.
# Value of Cc1cc(Nc2ccccc2)n(-c2ccccc2)n1 under HCMV inh: 18
# Value of CCOc1ccc(NC(=O)CSc2nnc(-c3ccccc3)n2N)cc1 under HCMV inh: -8
# Value of COc1ccccc1CN1CC(C(=O)NCCn2nc(C)cc2C)CCC1=O (stereo not drawn) under TbPYK inhibitor: -3%

# New compounds follow
SMILES	HCV inh	HCMV inh	LmPK inh	AMA1-RON2 inh	TbPYK inhibitor	AmpC no deterg	AmpC inh detg
COc1cccc(OC)c1C(=O)Nc1cc(Cl)ccc1N1CCOCC1	12%	-11	2%	-19%	-10%	10%	-1%
Cc1nc(N)c(C#N)c(-c2ccc3c(c2)OCO3)c1C	1%	-8	-3%	0%	-1%	-19%	-22%
Cc1ccc(C)c(Cn2c(C(=O)OC(C)C)cc3c2ccn3C)c1	-5%	-37	-1%	u	6%	-5%	-1%
CCCS(=O)(=O)NC(=O)C1(C)CCN(C(=O)c2cc(C)nn2C(C)(C)C)C1 (stereo not drawn)	x	6	x	12%	3%	x	x
Cc1c(CNC(=O)c2nn3c(c2Cl)NC(c2ccccc2)CC3C(F)(F)F)cnn1C (stereo not drawn)	-15%	u	-2%	-3%	0%	104%[activator]	u
COc1ccc(Cl)cc1S(=O)(=O)Nc1noc2ccccc12	16%	-12	-3%	-1%	-3%	-14%	0%
c1ccc(CN2CCOCCOCCOCC2)cc1	16%	22	-8%	9%	-1%	4%	8%
O=C(O)COc1c(-c2ccc(Cl)cc2)oc2ccccc2c1=O	31%[activator]	-28	-3%	4%	3%	-12%[2.29 µM]	3%
O=C1S/C(=C\c2ccc(N3CCOCC3)o2)C(=O)N1Cc1ccc(F)cc1	u	x	-4%	7%	u	-9%	2%
COC(=O)c1ccccc1C(=O)N1CCC(CCC(=O)NC2CC2)CC1	16%	-15	-1%	-12%	0%	-8%	-3%
COC(=O)C1=C(c2ccc(F)cc2OCc2ccccc2)C[C@@H]2CC[C@H]1N2C(=O)NCc1ccc(N(C)C)cc1	u	13	x	u	2%	6%	2%
CC(Oc1ccc(Cl)cc1Cl)C(=O)N(C)c1ccccc1 (stereo not drawn)	0%	-67*	5%	-4%	4%	31%	u
O=C(CCc1ccc(O)c(O)c1)N/N=C/c1ccc2c(c1)OCO2	-17%	12	u	-25%	-18%	-30%	4%
C#CCn1c(=NC(=O)c2ccc(Br)s2)sc2cc(NC(C)=O)ccc21	7%	2	2%	3%	-3%	-5%	u
COc1ccc(CNC(=O)C2CCCN(S(=O)(=O)c3ccc(-n4cnnn4)cc3)C2)cc1 (stereo not drawn)	-22%	-8	-6%	-4%	-2%	-1%	4%
Fc1ccc(-n2cc(CNCCc3ccncc3)c(-c3ccccc3Cl)n2)cc1	17%	-28	4%	-6%	-7%	78%[activator]	-6%
CCN(CC)c1ccc(/C=N/n2c(C)nc3ccccc3c2=O)cc1	u	-25	-3%	-13%	-8%	52%	u

# Source: PubChem BioAssay (National Center for Advancing Translational Sciences (NCATS))
